NR3A LBD binder: NR3A (human) ligand-binding domain modulation; NR3A LBD differential scanning fluorimetry, Tm shift; 0% = protein alone, 100% = glycine-bound protein; Tm shift relative to glycine control, % at 25 µM; 340,000 tested, 2.5% active;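 active = melting temperature shift of at least 10% of the positive control shift, at one fixed dose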
NLRP3 yeast inh: blocks the NALP3 inflammasome reconstituted in yeast. AID 2825. 330,000 tested, 0.39% active. inhibition, % at 10 µM. Yeast reconstituted NLRP3/ASC/caspase-1, beta-gal luminescence, 24 h;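 active = inhibition of 50% or more; inactive = inhibition below 50%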;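 also: plate controls were induced DMSO wells for no effect and uninduced yeast grown without galactose for full effect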
tim10-1 inh: growth inhibitors of tim10-1 mutant yeast. S. cerevisiae tim10-1 ts strain growth, BacTiter-Glo, 24 h. inhibition, % at 20 µM. 330,000 tested, 2.2% active. AID 463190;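 active = inhibition of at least 40%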;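 also: mutant grown at 25 °C; 0% = DMSO wells with yeast and 100% = wells holding no yeast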
MIN6 prolif: inducers of beta-cell replication in MIN6 cells; MIN6 cells proliferation, ATPlite luminescence, 48 h; cells starved in 0.2% serum; 100% = growth in 10% serum; proliferation, % at 10 µM; 330,000 tested, 0.29% active; AID 2380;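 active = compounds whose signal lies at least 3.5 SD above the mean of all wells on their plate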;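 also: 0% = DMSO-treated cells in low-serum medium and 100% = 10% serum control; some compounds called inactive have numbers as strong as hits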
TIM10 inh: growth inhibitors of TIM10 yeast strain; S. cerevisiae TIM10 strain growth, BacTiter-Glo luminescence, 24 h; inhibition, % at 10 µM; 330,000 tested, 1.4% active;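 active = inhibition of 40% or more at the single tested concentration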;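 also: wild-type TIM10 isogenic control strain grown at permissive 25 °C; 0% = DMSO yeast wells and 100% = minimal medium wells without yeast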
tim23-1 inh: growth inhibitors of tim23-1 mutant yeast; S. cerevisiae tim23-1 growth, BacTiter-Glo luminescence, 24 h; inhibition, % at 20 µM; 330,000 tested, 1.3% active; AID 463212;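 active = growth inhibition of the mutant yeast at or above 50%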;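 also: temperature-sensitive mutant grown at 25 °C; plate controls were DMSO-treated mutant yeast for no effect and medium wells lacking yeast for full effect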
APJ ag: activates the human apelin receptor APJ. P35414. CHO-K1 APJ PathHunter beta-arrestin, luminescence; 0% DMSO wells, 100% apelin. activation, % at 20 µM. 330,000 tested, 0.11% active. AID 2520;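 active = activation more than six SD over the plate average, tested at 20 µM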;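 also: 0% = DMSO alone and 100% = apelin-13 at 10 nM; some results filed as inactive read as strong as hits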
Target sequence (P35414 whole entry, looked up): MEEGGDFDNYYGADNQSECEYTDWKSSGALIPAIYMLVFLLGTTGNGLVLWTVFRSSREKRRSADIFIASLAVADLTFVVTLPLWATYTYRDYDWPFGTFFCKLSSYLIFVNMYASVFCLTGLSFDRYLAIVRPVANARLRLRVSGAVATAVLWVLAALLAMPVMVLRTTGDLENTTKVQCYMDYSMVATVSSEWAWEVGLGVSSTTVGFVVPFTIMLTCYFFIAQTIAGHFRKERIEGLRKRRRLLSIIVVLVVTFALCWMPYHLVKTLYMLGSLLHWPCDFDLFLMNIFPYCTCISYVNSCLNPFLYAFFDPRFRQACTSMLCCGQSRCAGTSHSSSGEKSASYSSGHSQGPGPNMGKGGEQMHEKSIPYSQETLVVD
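Assay system – PathHunter CHO-K1 APJ (AGTRL-1) beta-arrestin reporter cells · Compound – one dose, 20 µM compound, 1% DMSO · Timing – compound 90 min 25 °C, reagent 1 h · Measured by – luminescence from split beta-galactosidase complementation, Galacton Star/Emerald II substrate · Measure – beta-arrestin recruitment to APJ as agonist activity, luminescent signal · Benchmarks – DMSO vs Apelin-13 10 nM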
APJ antag: antagonists of human APJ apelin receptor. P35414. CHO-K1 APJ beta-arrestin complementation, luminescence. inhibition, % at 20 µM. 330,000 tested, 0.32% active;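 active = inhibition above about 40% at 20 µM, limit read from the data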;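 also: cells challenged with 10 nM apelin-13 agonist together with compound; plate controls were apelin-13 plus DMSO wells for no effect and DMSO wells lacking apelin-13 for full effect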
MPTP inh: permeability transition pore inhibition; isolated mouse mitochondria, Ca2+ swelling absorbance, 30 min; inhibition, % at 10 µM; 360,000 tested, 1.4% active;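 active = inhibition of 50% or more, scaled per plate between neutral and stimulator controls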;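 also: 0% = DMSO wells given calcium and 100% = 1 mM EGTA wells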
* marks the source's active call; other numbers are inactive results; / = no result given.

SMILES,NR3A LBD binder,NLRP3 yeast inh,tim10-1 inh,MIN6 prolif,TIM10 inh,tim23-1 inh,APJ ag,APJ antag,MPTP inh
Cc1ccc(SCC(=O)NCc2ccc(F)cc2)cc1,-0.9,8.6,3.2,1.6,11.8,1.8,-3.4,11.5,-0.1
CN(C)S(=O)(=O)c1cccc(NC(=O)CSc2nncn2-c2ccccc2)c1,-0.4,21.3,-6.7,-1.0,-3.5,16.5,0.3,2.2,0.7
COC(=O)c1cn(CC(=O)NC2CCCCC2)c2ccccc12,0.6,12.1,12.8,-1.4,-1.4,-12.5,-1.9,14.1,0.2
CCN(CC)S(=O)(=O)c1cccc(NC(=O)COC(=O)/C=C/c2cccs2)c1,-2.7,3.9,16.6,0.7,9.4,4.4,-6.9,14.2,0.1
CC1CCCC(C)N1C(=O)COC(=O)CCC1CCCC1 (centres undefined),-0.1,15.6,7.8,-0.1,-4.5,0.5,-2.4,-2.7,1.2
CCCc1nc(SC)[nH]c(=O)c1C,-0.1,-3.3,-0.9,-2.7,-10.3,4.3,-0.1,-9.0,1.6
COc1ccc(NC(=O)CN(C)CC(=O)c2c(C)[nH]c3ccccc23)cc1,-0.3,22.0,16.5,0.3,3.8,23.4,-2.8,5.5,-2.2
CN(C(=O)COC(=O)c1ccccc1C(=O)N(C)c1ccccc1)c1ccccc1,-0.4,11.0,24.3,1.5,-0.8,-0.3,-3.5,4.1,0.6
O=[N+]([O-])C(/C=C(\Cl)[N+](=O)[O-])=C(N1CCCCC1)N1CCCCC1,1.0,26.7,4.8,-1.1,6.1,23.4,-0.4,-56.7,-1.0
CC(C)(C)C(=O)Nc1ccc(C(=O)COC(=O)C2CC2)cc1,-0.8,11.8,2.7,0.2,9.8,4.7,-6.3,7.3,0.0
COc1ccc(NC(=O)CNS(=O)(=O)c2cccs2)c(OC)c1,-1.6,14.3,-12.8,1.4,4.5,-12.0,-4.5,-11.4,1.2
COc1ccc(C(=O)NC(C)c2nnc(SCC(=O)NC3=NCCS3)n2C)cc1 (centres undefined),-3.3,22.8,14.0,-2.4,-12.4,17.7,0.6,1.3,-0.4
COc1ccc(S(=O)(=O)Nc2ccccn2)cc1,0.0,17.5,-4.1,2.9,-7.0,-4.0,-0.6,18.9,-0.3
CCn1c(C)c(C)c2cc(C(=O)NCCCN3CCN(C)CC3)ccc21,-4.8,1.4,17.4,4.9,5.8,2.0,-2.6,13.8,-0.6
O=C(NCCC1CCCCN1S(=O)(=O)c1cccs1)C(=O)Nc1ccc(F)cc1 (centres undefined),2.5,19.6,-11.4,-3.3,-8.2,-0.8,-2.8,-57.9,-0.4

New compounds follow.
SMILES,NR3A LBD binder,NLRP3 yeast inh,tim10-1 inh,MIN6 prolif,TIM10 inh,tim23-1 inh,APJ ag,APJ antag,MPTP inh
CCS(=O)(=O)c1nc(S(=O)(=O)c2ccc(Cl)cc2)c(N2CCC3(CC2)OCCO3)s1,0.5,6.0,18.8,7.0,26.3,37.4,-2.7,14.5,-1.3
COc1ccc(NC(=O)Cc2nnc(SCC(=O)NC3=NCCS3)n2C)cc1,-0.4,9.4,6.5,-2.1,2.4,-6.9,-2.9,14.6,0.1
CN(CC(=O)NCCc1ccc(F)cc1)CC(=O)Nc1ccc(F)c(F)c1F,1.0,22.5,7.5,-3.0,4.8,-0.6,1.1,10.4,0.9
CCN(CC)S(=O)(=O)c1ccc(NS(=O)(=O)c2ccc3oc(=O)[nH]c3c2)cc1,-10.5,5.9,6.5,-4.2,-8.3,10.1,0.2,1.3,-1.4
CC(=O)C1C(c2ccncc2)NC(=O)NC1(O)C(F)(F)F (centres undefined),-2.7,-0.9,8.6,1.0,1.8,11.0,-1.4,-4.8,-1.1
Cc1ccc(C)c(S(=O)(=O)N2CCN(C(=O)c3ccc(C)s3)CC2)c1,-1.2,17.0,20.7,-1.2,1.5,35.6,-0.6,14.3,1.0
Cc1ccc(NC(=O)c2sc3nc(N4CCOCC4)c4c(c3c2N)CC(C)(C)OC4)cc1,3.9,3.5,9.1,-4.9,11.8,9.6,-0.1,-14.8,-1.1
CCOC(=O)COc1ccc(Oc2nc(C)cc(OC)n2)nn1,2.4,6.6,-7.6,-3.1,2.0,15.2,-4.4,2.3,-0.2
Cc1ccccc1NC(=O)CN1C(=O)N/C(=C\c2ccc(N3CCOCC3)c(F)c2)C1=O,0.3,-5.1,6.9,-1.2,10.9,-4.9,0.6,8.1,0.9
CCNC(=O)CN(c1ccc(OC)c(OC)c1)S(=O)(=O)c1ccccc1,1.5,12.5,7.2,0.0,14.0,10.2,-0.8,-4.3,-2.6
COc1ccc(/C=C(/NC(=O)c2ccccc2OC)C(=O)Nc2ccc(C(=O)O)cc2)cc1,-0.8,-0.8,-5.1,1.1,19.8,2.4,-1.9,7.8,-0.4
COc1ccc(C(=O)C(C)OC(=O)CNC(=O)C2CCCCC2)cc1 (centres undefined),0.3,18.4,-17.4,-4.7,-8.0,-1.2,-3.3,1.9,-0.7
CCCCNC(=O)c1c(N)n(/N=C/c2ccccn2)c2nc3ccccc3nc12,/,0.2,31.3,-3.1,18.8,34.8,-0.2,10.5,/
COc1cccc(CN(C)C(=O)c2cc(-c3ccc(F)cc3)nc3ccccc23)c1,-10.1,12.0,31.0,-5.2,13.0,40.7,1.1,0.6,-0.1
CON(C)c1nc(Oc2ccc(=O)[nH]n2)nc(N(C)C)n1,-0.6,3.8,4.7,-0.1,-9.2,-11.3,-1.7,16.3,1.0

Four of the entries above in order of the NLRP3 yeast inh value, ascending:
Structure | NLRP3 yeast inh
Cc1ccccc1NC(=O)CN1C(=O)N/C(=C\c2ccc(N3CCOCC3)c(F)c2)C1=O | -5.1
CC(=O)C1C(c2ccncc2)NC(=O)NC1(O)C(F)(F)F (centres undefined) | -0.9
CCCCNC(=O)c1c(N)n(/N=C/c2ccccn2)c2nc3ccccc3nc12 | 0.2
COc1ccc(NC(=O)Cc2nnc(SCC(=O)NC3=NCCS3)n2C)cc1 | 9.4

Next section
SMILES,NR3A LBD binder,NLRP3 yeast inh,tim10-1 inh,MIN6 prolif,TIM10 inh,tim23-1 inh,APJ ag,APJ antag,MPTP inh
Cc1occc1-c1nnc(SCC(=O)Nc2nccs2)n1CCc1ccccc1,-0.6,-5.1,21.0,-0.7,21.8,5.3,2.3,25.7,/
COc1cc([C@@H]2CC=C(C(=O)O)[C@H](c3ccc(C)cc3)N2S(=O)(=O)c2ccc(C)cc2)cc(OC)c1OC,-0.5,4.6,-3.9,-1.6,7.6,0.7,-3.8,3.9,0.2
CC(=O)N1CCN(C(=O)c2cc(-c3cccc4ccccc34)nc3ccccc23)CC1,-3.8,9.0,-11.2,2.1,8.2,-1.1,4.6,5.0,-1.7
O=C(Cc1ccccc1)Nc1cc([N+](=O)[O-])ccc1N1CCOCC1,-0.3,10.1,2.8,1.9,-12.7,5.2,-2.0,10.4,0.8
COc1ccc(C(=O)N/C(=C/c2ccc(Cl)cc2)C(=O)Nc2ccc(C(=O)O)cc2)cc1,2.5,10.9,7.2,1.0,1.4,10.1,2.8,-7.3,-0.3
CCn1c(NC(=O)c2nn(C)cc2Br)nc2ccccc21,-4.1,7.0,3.0,-1.5,-16.4,13.5,-3.5,-1.7,0.6
Cn1cccc1C(=O)NC(=O)COC(=O)c1ccc(O)cc1,-7.1,8.8,-13.9,-0.8,-9.1,-2.8,-5.8,-8.3,-0.3
COc1nccnc1NS(=O)(=O)c1ccc(NC(=O)c2ccc(F)cc2)cc1,2.2,4.3,-14.8,-3.8,-2.1,-7.4,-2.4,7.7,-0.3
COc1ccc(N2CCC(CNC(=S)Nc3cccc(OC)c3)C2)cc1 (centres undefined),/,4.1,-17.3,-4.2,18.3,39.1,0.1,-7.3,/
CCN(CC(=O)Nc1ccccc1OC)C(=O)CC1CCCC1,-0.2,16.6,2.9,-1.8,-1.4,12.0,1.6,-3.4,-2.8
Cc1ccc(S(=O)(=O)N2CCOCC2)cc1NC(=O)CNCc1ccc(Cl)cc1Cl,-1.1,7.8,2.9,-2.3,15.7,8.0,1.4,-5.1,0.1
CCN(C(=O)CSc1nnc(-c2ccncc2)o1)c1ccccc1,-3.1,9.3,4.4,3.7,1.6,0.0,-5.4,-4.6,1.0
COC(=O)c1ccc(-c2ccc(CNCC(O)c3ccccc3)o2)cc1 (centres undefined),0.8,-19.7,29.7,-0.7,29.2,22.0,0.3,11.8,2.4
Cc1c(Cl)cccc1NC(=O)Nc1cc(C(C)(C)C)on1,-14.3,22.2,58.6*,-6.0,28.9,58.9*,5.4,-81.8,-0.7
CN(C)CCCNC(=O)C(=O)NCC1OCCN1S(=O)(=O)c1cc(F)ccc1F (centres undefined),-3.9,3.0,-12.5,4.8,2.7,-0.1,1.3,-22.0,-1.3

Look-ups from above.
`Cc1ccc(S(=O)(=O)N2CCOCC2)cc1NC(=O)CNCc1ccc(Cl)cc1Cl` @ tim10-1 inh: 2.9
`COC(=O)c1ccc(-c2ccc(CNCC(O)c3ccccc3)o2)cc1` (centres undefined) @ TIM10 inh: 29.2
`CCN(C(=O)CSc1nnc(-c2ccncc2)o1)c1ccccc1` @ APJ ag: -5.4

Going on with the list.
SMILES,NR3A LBD binder,NLRP3 yeast inh,tim10-1 inh,MIN6 prolif,TIM10 inh,tim23-1 inh,APJ ag,APJ antag,MPTP inh
CCOC(=O)/C=C1\SCC(=O)N1CC(=O)NC(c1ccccc1)c1ccccc1,-1.8,-12.7,12.5,-2.2,3.2,4.0,-1.7,15.2,2.4
Cc1ccc2c(c1)C(O)(CC(=O)c1cccnc1)C(=O)N2 (centres undefined),-0.4,9.5,-9.4,2.8,6.8,6.9,0.0,3.3,0.4
CN(C(=O)c1ccc(NC(=O)C2CC=CCC2C(=O)O)cc1)c1ccccc1 (centres undefined),-1.0,-4.0,2.2,-2.7,-5.1,16.2,-2.3,-0.6,2.4
O=C(COC(=O)c1nc(Cl)ccc1Cl)NNC(=O)c1cccs1,-2.5,11.0,4.2,-3.6,11.6,10.5,-1.1,8.4,-0.3
O=C(CC1(O)C(=O)Nc2cc(Cl)cc(Cl)c21)c1ccccc1O (centres undefined),-1.8,2.3,10.3,-6.9,10.6,17.9,-4.2,-54.1,1.8
CCOCCn1c(N2CCN(c3ccc(OC)cc3)CC2)nc2c1c(=O)n(C)c(=O)n2C,0.7,-2.0,10.0,8.1,17.2,6.8,1.7,16.5,-0.8

Random excerpt: 2 records from the list.
SMILES,NR3A LBD binder,NLRP3 yeast inh,tim10-1 inh,MIN6 prolif,TIM10 inh,tim23-1 inh,APJ ag,APJ antag,MPTP inh
O=C(CC1(O)C(=O)Nc2cc(Cl)cc(Cl)c21)c1ccccc1O (centres undefined),-1.8,2.3,10.3,-6.9,10.6,17.9,-4.2,-54.1,1.8
CCOC(=O)/C=C1\SCC(=O)N1CC(=O)NC(c1ccccc1)c1ccccc1,-1.8,-12.7,12.5,-2.2,3.2,4.0,-1.7,15.2,2.4
